Screening results (PubChem)
A340 absorber: compound absorbs light at 340 nm; fold change at 10 µM; AID 708; compound absorbance at 340 nm, fold over control; 65,000 tested, under 10 active;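 active = at 10 µM dose, initial 340 nm absorbance at least 2 fold that of control wells; inactive = change under 2 fold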;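 also: initial absorbance extrapolated from kinetic A340 decline of NADH oxidation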
5-HT1A blocker: antagonists of human 5-HT1a serotonin receptor. AID 612. 62,000 compounds, 0.68% hits. CHO 5-HT1a Ga15 NFAT-bla reporter, antagonist mode. P08908. inhibition, % at 10 µM;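 active = inhibition above the mean of all tested compounds plus 3 SD, cut at about 43% in these data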;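 also: receptor stimulated by 5-CT agonist at 100 nM near EC80; beta-lactamase reporter measured by ratiometric fluorescence of a cleavable substrate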
Target sequence (P08908 whole entry, looked up): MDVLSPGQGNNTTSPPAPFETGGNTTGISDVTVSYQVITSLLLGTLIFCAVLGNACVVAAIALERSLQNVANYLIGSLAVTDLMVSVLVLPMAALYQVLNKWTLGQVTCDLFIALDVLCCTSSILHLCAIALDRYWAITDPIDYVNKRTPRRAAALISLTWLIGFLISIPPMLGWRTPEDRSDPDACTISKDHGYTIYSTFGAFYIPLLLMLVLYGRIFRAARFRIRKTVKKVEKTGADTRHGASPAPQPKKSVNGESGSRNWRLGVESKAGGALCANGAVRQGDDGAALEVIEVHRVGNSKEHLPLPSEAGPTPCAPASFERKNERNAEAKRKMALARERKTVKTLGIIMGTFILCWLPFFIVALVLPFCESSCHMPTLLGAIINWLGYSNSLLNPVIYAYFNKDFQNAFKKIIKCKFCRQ
Her2 expr inh: inhibitors of human Her2 kinase expression | P04626 | SKBR-3 HER2 protein level, AlphaScreen, 18-24 h; hits give low values | HER2 level % of control, % at 10 µM | 65,000 compounds, 0.69% hits;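 active = HER2 level under 5% of the carrier-only control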;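 also: 100% = DMSO carrier and 0% = 500 nM PU-H71 HSP90 inhibitor; lower value means stronger loss of Her2 protein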
S1P1 ag-PAM: agonists and agonism potentiators of human S1P1 receptor; P21453; 56,000 compounds, 0.57% hits; S1P1 CRE-bla cells, forskolin, beta-lactamase FRET, potentiator mode; S1P1 agonist co-added at EC20, 2 nM; 100% = saturating reference agonist, 0% = basal; activation, % at 9.5 µM;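 active = activation above a cutoff set at the mean activation of all tested compounds plus 3 SD, cut at about 54% in these data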;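 also: forskolin at 4 µM as EC80 and the EC20 agonist is SEW2871; 100% = SEW2871 at its EC100 plus forskolin at EC80; some compounds past the cut are filed as inactive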
Target sequence (P21453 whole entry, looked up): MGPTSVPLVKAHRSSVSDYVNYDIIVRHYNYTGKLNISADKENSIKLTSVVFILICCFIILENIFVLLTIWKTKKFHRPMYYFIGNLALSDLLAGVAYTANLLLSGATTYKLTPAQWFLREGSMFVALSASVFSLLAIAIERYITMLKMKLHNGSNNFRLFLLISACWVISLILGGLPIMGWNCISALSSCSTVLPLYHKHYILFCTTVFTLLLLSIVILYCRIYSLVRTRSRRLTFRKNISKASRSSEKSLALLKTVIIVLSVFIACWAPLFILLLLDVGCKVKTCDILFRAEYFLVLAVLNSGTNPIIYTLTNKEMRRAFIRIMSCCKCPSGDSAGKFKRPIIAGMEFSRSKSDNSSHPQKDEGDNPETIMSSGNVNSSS
HTR1E agonist: activates the human 5-HT1E serotonin receptor; P28566; CHO 5-HT1E Ga15 NFAT-bla reporter, FRET; 0% DMSO wells, 100% control agonist wells; activation, % at 6 µM; 65,000 compounds, 0.69% hits; AID 574;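 active = activation above a set limit, the screen-wide mean activation plus 3 SD, cut at about 8.5% in these data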;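 also: 100% = positive control agonist at 1 µM giving full maximal response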
HTR1E antagonist: 5-HT1E (human) receptor antagonism | AID 571 | 65,000 compounds, 0.99% hits | inhibition, % at 6 µM | P28566 | CHO 5-HT1E Ga15 NFAT-bla reporter, FRET, antagonist;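 active = inhibition above a set limit, the mean inhibition across every tested compound plus 3 SD, cut at about 29% in these data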;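 also: signal is the 460 over 535 nm emission ratio of beta-lactamase substrate; 0% = agonist plus DMSO wells and 100% = wells without agonist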
S1P3 agonist: S1P3 (human) receptor agonism; S1P3 NFAT-BLA reporter cells, FRET ratio; relative to 1 µM S1P, basal subtracted; activation, % at 4.5 µM; 60,000 compounds, 0.1% hits; AID 373;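 active = activation above the screen-wide mean plus 3 SD, cut at about 4.5% in these data, passing the limit was not always enough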; also: some compounds called inactive have numbers as strong as hits
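Benchmarks: high control 1 µM S1P / System: stable CHO line with human S1P3, Gα16, NFAT-BLA reporter / Dosing: single compound concentration, 4.5 µM final / Timing: 4 h compound at 37 °C, 2 h substrate at RT / Measured by: FRET β-lactamase substrate fluorescence, excitation 405 nm, 460/535 nm emission ratio, background-subtracted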
Fluor 339 460: intrinsic fluorescence of library compounds, ex339/em460 – biochemical, MLSMR library, data from DPM-DC assay, artefact control, profiling panel | compound autofluorescence, ex339/em460 nm, NADH buffer; hits give high values; 1 = no-compound wells, NADH background | fluorescence fold increase at 10 µM | 65,000 compounds, 5.5% hits | AID 709;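 active = at 10 µM, mean starting fluorescence two-fold or more over control wells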;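 also: signal is the first read of a kinetic run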
MMP13 inh: MMP13 (human) collagenase inhibition. P45452. MMP-13 fTHP FRET cleavage, Mca fluorescence. inhibition, % at 4 µM. 65,000 compounds, 0.07% hits. AID 570;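 active = inhibition above the mean of compound-free control plate wells plus 3 SD, cut at about 14% in these data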;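 also: 0% = DMSO wells and 100% = wells with reference MMP-13 inhibitor after basal subtraction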
An asterisk follows results filed as active; . = not tested or not shown; [ ] = remark or other dose.

Sample of the layout (nine entries):
(1) O=C(CCC1COc2ccccc2O1)NCc1ccco1 (configuration not stated)
(2) Fc1ccccc1CSc1nnnn1-c1ccc2c(c1)OCO2
(3) Cc1ccc(-c2nc(C3CCN(S(=O)(=O)c4ccc(C(F)(F)F)cc4)CC3)no2)cc1
(4) O=C1CSc2ccccc2N1Cc1ccccc1F
(5) OCCNCc1ccc(OC2CCCC2)cc1
(6) Cc1nn(C/C(C#N)=N\O)c(C)[n+]1N
(7) CCCn1c(CNc2ccccc2O)nc2ccccc21
(8) Cn1c(=O)c(=O)n(C)c2cc(S(=O)(=O)N3CCN(c4cccc(C(F)(F)F)c4)CC3)ccc21
(9) Cc1ccc2c(c1)C(CCN)C(=O)N2Cc1ccccc1 (configuration not stated)

screen / no.,1,2,3,4,5,6,7,8,9
A340 absorber,1,1.1,0.98,1,1.1,1,1,1.1,1
5-HT1A blocker,20,22,-6,14,-4,8,0,-1,.
Her2 expr inh,97,100,106,116,72,92,76,72,101
S1P1 ag-PAM,10,.,-4,.,.,-5,10,-32,-4
HTR1E agonist,-1.2,-0.7,0.0,-1.8,0.2,0.1,-0.4,3.6,0.6
HTR1E antagonist,-1,35*,-3,16,-7,-4,-8,2,-1
S1P3 agonist,-0.6,-1.6,0.9,.,-1.4,-0.9,-0.4,0.7,-3.4
Fluor 339 460,1.1,1.1,1.1,1,1.1,1.2,1.1,1.9,1.1
MMP13 inh,3,-2,-6,4,9,3,-1,-4,1

The listing, from the first entry:
(1) O=C(CCC1COc2ccccc2O1)NCc1ccco1 (configuration not stated)
(2) Fc1ccccc1CSc1nnnn1-c1ccc2c(c1)OCO2
(3) Cc1ccc(-c2nc(C3CCN(S(=O)(=O)c4ccc(C(F)(F)F)cc4)CC3)no2)cc1
(4) O=C1CSc2ccccc2N1Cc1ccccc1F
(5) OCCNCc1ccc(OC2CCCC2)cc1
(6) Cc1nn(C/C(C#N)=N\O)c(C)[n+]1N
(7) CCCn1c(CNc2ccccc2O)nc2ccccc21
(8) Cn1c(=O)c(=O)n(C)c2cc(S(=O)(=O)N3CCN(c4cccc(C(F)(F)F)c4)CC3)ccc21

screen / no.,1,2,3,4,5,6,7,8
A340 absorber,1,1.1,0.98,1,1.1,1,1,1.1
5-HT1A blocker,20,22,-6,14,-4,8,0,-1
Her2 expr inh,97,100,106,116,72,92,76,72
S1P1 ag-PAM,10,.,-4,.,.,-5,10,-32
HTR1E agonist,-1.2,-0.7,0.0,-1.8,0.2,0.1,-0.4,3.6
HTR1E antagonist,-1,35*,-3,16,-7,-4,-8,2
S1P3 agonist,-0.6,-1.6,0.9,.,-1.4,-0.9,-0.4,0.7
Fluor 339 460,1.1,1.1,1.1,1,1.1,1.2,1.1,1.9
MMP13 inh,3,-2,-6,4,9,3,-1,-4

(9) Cc1ccc2c(c1)C(CCN)C(=O)N2Cc1ccccc1 (configuration not stated)
(10) Cc1nnc(SCCn2c(N3CC(C)CC(C)C3)nc3c2c(=O)[nH]c(=O)n3C)s1 (configuration not stated)
(11) C/C(N)=C(/C#N)C(=O)CSc1nc(C2CCCCC2)n(-c2ccccc2)n1
(12) O=C(Nc1ccc2[nH]c3c(c2c1)CCCC3)c1ccco1
(13) CC(=O)C1=C(O)C(=O)N(CCN2CCOCC2)C1c1ccccc1 (configuration not stated)
(14) COc1ccc(-c2nn(CCC(=O)O)cc2CCC(=O)O)cc1
(15) NC(=O)c1ccc(OCC(F)(F)C(F)(F)C(F)(F)C(F)(F)C(F)(F)C(F)F)cc1
(16) O=C(NCCN1CCOCC1)c1ccc2c(c1)N(Cc1ccccc1)CCS2

screen / no.,9,10,11,12,13,14,15,16
A340 absorber,1,1,0.99,1,1.1,1,1,1
5-HT1A blocker,.,-21,-12,10,12,-7,17,6
Her2 expr inh,101,93,95,71,92,106,97,88
S1P1 ag-PAM,-4,-9,10,20,4,-7,63*,-9
HTR1E agonist,0.6,0.7,-0.1,-0.3,9.3*,0.2,-1.9,1.2
HTR1E antagonist,-1,-11,-8,-2,16,-3,9,-1
S1P3 agonist,-3.4,0.0,-0.1,-0.2,-0.5,0.7,-1.3,-1.0
Fluor 339 460,1.1,1.1,1.1,1.1,1.1,1.1,1.1,2*
MMP13 inh,1,3,-4,0,2,7,-5,-158[fluorescence artefact?]

(17) Cc1nc(SCC(=O)Nc2cc(C)on2)c2c3c(sc2n1)CCCC3
(18) CCN1CC=C2C(C1)C(c1ccc(Cl)s1)C(C#N)=C(N)C2(C#N)C#N (configuration not stated)
(19) CC1CCCN(CC(=O)Nc2ccc(S(=O)(=O)N3CCCCCC3)cc2)C1 (configuration not stated)
(20) Cc1c(Cl)cccc1N1C(=O)c2ccccc2C1=O
(21) COc1ccc(-c2nn(CC(=O)N(C)C)c(=O)c3ccccc23)cc1
(22) O=C(O)CC(NC(=O)OCc1ccccc1)c1ccccc1 (configuration not stated)
(23) O=c1[nH]c(NCCO)nc2c1C1(CCCCC1)Cc1ccccc1-2
(24) Cc1cc2cc(CNS(=O)(=O)N(C)C)ccc2[nH]1

screen / no.,17,18,19,20,21,22,23,24
A340 absorber,1,1,1,0.99,1,1.1,1,1
5-HT1A blocker,4,-8,4,18,6,4,27,12
Her2 expr inh,149,94,107,85,125,81,41,108
S1P1 ag-PAM,-4,19,11,0,.,-9,.,-13
HTR1E agonist,0.8,0.3,-1.4,-1.4,0.1,-0.9,0.3,0.0
HTR1E antagonist,11,-2,2,25,-2,10,-2,7
S1P3 agonist,-0.8,1.7,-0.7,-1.5,-0.2,-1.4,-1.0,-1.0
Fluor 339 460,1.1,2,1.1,1,1.1,1.1,3.9*,1.1
MMP13 inh,2,-4,-2,5,-14,3,-257[fluorescence artefact?],-1

(25) Cc1ccc2c(c1)NC(=O)C(CC(=O)NCCCN1CCN(C3CCCCC3)CC1)O2 (configuration not stated)
(26) COc1cc(C2CC(=O)N(CC(=O)NCc3ccco3)c3ccccc3S2)cc(OC)c1OC (configuration not stated)
(27) CCOC(=O)C1C(=O)NC(N2CCCCC2)=NC1C(C)C (configuration not stated)
(28) C=C(C)Cn1c(Sc2nc3ccccc3[nH]2)nc2c1c(=O)[nH]c(=O)n2C
(29) CCCCOC(=O)CCn1c(=S)oc2ccccc21
(30) Cc1ccc(S(=O)(=O)N2CCN(C3CC(=O)N(Cc4ccccc4)C3=O)CC2)cc1C (configuration not stated)
(31) c1ccc(OCCn2cnc3ccccc32)cc1
(32) COc1cc(C(=O)OC(C)CN2CCN(C)CC2)cc(OC)c1OC (configuration not stated)

screen / no.,25,26,27,28,29,30,31,32
A340 absorber,1,0.99,1,1,1,0.99,1,1
5-HT1A blocker,-8,-3,-1,-1,10,-6,-4,-8
Her2 expr inh,87,81,103,93,77,101,96,120
S1P1 ag-PAM,-23,-20,4,-6,-15,3,5,-11
HTR1E agonist,0.1,0.8,-0.1,1.4,-0.9,4.8,-0.6,-0.4
HTR1E antagonist,0,-7,6,-1,4,8,1,0
S1P3 agonist,0.4,-0.6,-0.7,0.4,-0.3,-1.2,-0.4,-1.3
Fluor 339 460,1.1,1.1,1.1,1.1,1,1.1,1.1,1.1
MMP13 inh,0,-3,4,-1,-10,0,-3,-5

(33) Cc1cc(C(=O)COC(=O)C2=COCCO2)c(C)n1-c1ccc2c(c1)OCO2
(34) COc1ccc2[nH]c(=O)c(CN(CCN3CCCC3)C(=O)Nc3ccccc3Cl)cc2c1
(35) CC(=O)OC(C(=O)NCc1ccco1)c1cccnc1 (configuration not stated)
(36) Cc1ccc(C(C)C)c(OCc2nc(-c3nonc3N)no2)c1
(37) COC(=O)CSc1nnc(-c2ccco2)o1
(38) CC(=O)N1CCc2cc(NS(=O)(=O)c3cccs3)ccc21
(39) CCCCOC(=O)c1ccc(NC(=O)c2ccoc2C)cc1
(40) O=C(CSc1nc(-c2ccccc2)cs1)Nc1nccs1

screen / no.,33,34,35,36,37,38,39,40
A340 absorber,1.1,1,0.97,1,1,0.98,1,1
5-HT1A blocker,10,-8,-6,-22,-5,-1,-3,0
Her2 expr inh,86,90,96,96,171,95,92,179
S1P1 ag-PAM,17,-11,6,92*,-8,-2,25,3
HTR1E agonist,-1.0,0.6,-0.6,0.3,-0.8,0.2,0.0,1.2
HTR1E antagonist,16,-1,1,22,-13,6,0,-5
S1P3 agonist,-0.7,0.1,-0.5,17*,-0.7,-1.0,-1.3,0.7
Fluor 339 460,1.1,3.2*,1,1.1,1,0.99,1.1,0.83
MMP13 inh,-4,-36,0,-4,2,2,2,7

(41) CCOC(=O)CSc1nc2nc(C)cc(C)n2n1
(42) O/N=C1\CCCc2nnc3c(c21)CCCC3
(43) COc1ccc(NC2c3ncccc3C(=O)N2Cc2ccccc2)c(OC)c1 (configuration not stated)
(44) O=C(OCc1cc2ccccc2[nH]c1=O)C1CCCO1 (configuration not stated)
(45) CC1Cc2ccccc2N1S(=O)(=O)c1cccs1 (configuration not stated)
(46) CC1CCN(CCC(=O)Nc2ccc(Br)cc2)CC1
(47) O=S(=O)(c1ccc(OCc2nc3ccccc3s2)c(Cl)c1)N1CCOCC1
(48) CN(CCNC(=O)CN1CCN(Cc2ccccc2Cl)C1=O)Cc1ccccc1

screen / no.,41,42,43,44,45,46,47,48
A340 absorber,0.98,1,1,1.1,1,0.99,0.99,1.1
5-HT1A blocker,0,-10,6,6,-2,18,6,7
Her2 expr inh,70,74,117,123,50,101,111,100
S1P1 ag-PAM,-2,-28,-3,16,-16,-10,.,.
HTR1E agonist,0.3,-0.3,-0.2,0.0,0.2,-0.1,-1.0,-0.6
HTR1E antagonist,12,-2,9,3,-2,-1,5,3
S1P3 agonist,-0.5,0.0,-0.1,-2.0,-0.9,-1.1,.,.
Fluor 339 460,1,1.1,1,1.2,1.1,1.1,1.1,1.1
MMP13 inh,-4,-5,6,-2,0,2,7,2

(49) COc1ccc2[nH]c(=O)c(CN(CCO)S(=O)(=O)c3ccc4c(c3)OCCO4)cc2c1
(50) N#Cc1c(N)c(C#N)c(-c2ccc3c(c2)OCO3)c2c1CCCC2
(51) Cc1n[nH]c(C)c1S(=O)(=O)N1CCCC(C(=O)NC2CCCCC2)C1 (configuration not stated)
(52) CCc1nnc(NC(=O)CCC(=O)N2CCN(Cc3cc(Cl)ccc3OC)CC2)s1
(53) COc1ccc(S(=O)(=O)N(C)CC(=O)N2CCCCC2)cc1Cl

screen / no.,49,50,51,52,53
A340 absorber,0.99,1.1,1,0.99,0.99
5-HT1A blocker,-18,-13,11,3,-1
Her2 expr inh,130,95,69,91,81
S1P1 ag-PAM,-34,-4,-7,1,.
HTR1E agonist,1.1,1.6,1.1,0.0,0.7
HTR1E antagonist,-1,1,5,-1,1
S1P3 agonist,-0.2,-0.2,-0.1,-0.4,-1.1
Fluor 339 460,2.1*,1.9,1.1,1.1,1
MMP13 inh,-19,-80[fluorescence artefact?],3,0,2
